Compound activity deposited in PubChem BioAssay by The Scripps Research Institute Molecular Screening Center.
OX1R antag-1 – OX1R (HCRTR1) antagonists, primary screen, fluorescence, CHO/OX1R cells, Fluo-8 calcium, orexin A | Orexin/Hypocretin receptor type 1 (Homo sapiens), O43613 | hit rate 0.43% among 330,000 | inhibition, % at 5 µM | AID 434989, 2010 | Fluo-8 calcium fluorescence;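 active = inhibition above its plate's threshold, mean inhibition of all tested compounds on the plate plus 3 SD, cut at about 37% in these data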;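 note: 0% = orexin A challenge wells and 100% = SB-334867-A antagonist wells; not every result past the cut was called active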
Target sequence (O43613 whole entry, looked up): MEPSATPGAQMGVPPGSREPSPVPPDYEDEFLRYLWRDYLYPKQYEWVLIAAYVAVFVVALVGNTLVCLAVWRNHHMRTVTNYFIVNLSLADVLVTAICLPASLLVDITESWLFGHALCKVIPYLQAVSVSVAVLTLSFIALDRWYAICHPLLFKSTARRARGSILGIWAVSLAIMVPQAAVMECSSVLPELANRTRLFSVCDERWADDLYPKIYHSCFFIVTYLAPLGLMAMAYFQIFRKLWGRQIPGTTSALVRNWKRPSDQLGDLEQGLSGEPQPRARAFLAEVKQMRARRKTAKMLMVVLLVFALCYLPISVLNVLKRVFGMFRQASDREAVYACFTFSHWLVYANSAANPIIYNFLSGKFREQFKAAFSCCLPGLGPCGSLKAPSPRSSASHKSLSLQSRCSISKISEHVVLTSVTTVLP
OX1R antag-2 – antagonists of human orexin 1 receptor (OX1R); OX1R-expressing cells, FRET antagonist read-out; inhibition, % at 6.6 µM; hit rate 1.8% among 330,000; AID 485270, 2010; in the data active = inhibition mostly above about 38%, no sharp cut-off; inactive = mostly below about 40%;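 note: 0% = agonist challenge alone and 100% = reference antagonist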
The depositor's hits bear a star.

OX1R antag-1	OX1R antag-2	SMILES
-26	-7	CC(C)c1nc(SCC(=O)N2CCOCC2)c2c(=O)n(C)c(=O)n(C)c2n1
2	9	O=C(O)CCC(=O)N1CCC(C(=O)c2cccc(Cl)c2)CC1
5	2	CCCCN1CCNC[C@@H]1Cc1ccc(O)cc1
-25	30	Cc1c(C(=O)N2CCCCC2)sc(NC(=O)C2CC2)c1C#N
-24	13	O=C(CCn1cnc2ncccc2c1=O)N1CCN(c2cccc(Cl)c2)CC1
-1	46	COc1ccc([C@@H]2CC=C(C(=O)O)[C@H](c3ccc(Cl)cc3)N2S(=O)(=O)c2ccc(C)cc2)cc1OC
-29	7	Cn1c(SCC(=O)OCC(=O)c2ccccc2)nnc1-c1cccs1
-30	19	CCC1=NN(C(=O)c2ccc([N+](=O)[O-])cc2)C(O)(c2ccccc2)C1 (centres undefined)
-19	14	Cc1cccc(-c2noc(-c3ccc4c(c3)OCO4)n2)c1
-5	9	COc1ccc(Nc2nnc(-c3ccc(O)cc3)c3ccccc23)cc1C(N)=O
0	9	Cc1ccc(NC(=O)CN(C)S(=O)(=O)c2ccc3c(c2)n(C)c(=O)c(=O)n3C)cc1
-16	4	c1ccc2c(c1)-c1cccc3c1c-2cc1ccccc13
-33	19	CCOC(=O)c1c(C)[nH]c(C(=O)N2CCCC(C(=O)c3ccccc3OC)C2)c1C (centres undefined)
0	9	COc1cc2cc(CN(CCc3cccc(C)c3)C(=S)NCCCN(C)C)c(=O)[nH]c2cc1OC
27	82*	O=C1c2ccccc2NC(c2c(Cl)cccc2Cl)N1Cc1ccccc1 (centres undefined)
-13	14	CC(=O)N1CCN(CC(=O)Nc2ccc(SC(F)F)cc2)CC1
-21	1	COc1ccc(OC)c(C2C(C#N)=C(N)N(N(C)C)C3=C2C(=O)CC(C)(C)C3)c1 (centres undefined)
-9	15	COCCNC(=S)N1CCN(c2ccc(Cl)cc2)CC1
-18	16	COC(=O)c1c(NC(=O)COC(=O)CCNS(=O)(=O)c2ccccc2)sc(C)c1C
1	28	CN(C)c1ccc([C@@H]2[C@@H]([N+](=O)[O-])[C@H]3C=Cc4ccccc4N3[C@H]2C(=O)c2ccc(Cl)cc2)cc1
-17	10	Cc1cc(C)n2nc(SCC(=O)N/N=C/c3cccc(Br)c3)nc2n1
-31	5	COc1cccc(-c2ncc3ccccc3c2COC(=O)c2ccc(Br)cc2)c1
-30	2	CC(C)C(=O)NC(=S)Nc1ccccc1N1CCN(C(=O)c2ccc(Cl)cc2)CC1
-6	-8	O=C(O)c1c(F)c(F)cc2ccccc12
-23	14	O=C(Nc1ccccc1Br)c1cccc2ccccc12
-31	13	O=C(N/N=C/c1cn(-c2ccccc2)nc1-c1ccc2c(c1)OCCO2)c1ccncc1
-16	22	COc1ccc(Nc2nc(N)c(C(=O)c3ccc(F)cc3)s2)cc1
-21	6	O=C(c1ccco1)N(CCC(c1ccccc1)c1ccco1)Cc1ccco1 (centres undefined)
-7	5	Cc1cc(NC(=O)COC(=O)C2CC(=O)N(c3ccc(C)c(Cl)c3)C2)no1 (centres undefined)
-3	3	COc1ccc(CN(CCN)C2CC(C)N(C)CC2C)cc1 (centres undefined)
-23	2	COC(=O)c1ccc(C(C(=O)NCc2ccccc2)N(Cc2cccs2)C(=O)c2cnccn2)cc1 (centres undefined)
-20	36	Cc1ccc(F)c(Oc2cc(NN3CCCCC3)c([N+](=O)[O-])cc2[N+](=O)[O-])c1
-17	7	COc1ccc(C2/C(=C(/O)c3ccc4c(c3)CC(C)O4)C(=O)C(=O)N2Cc2ccncc2)cc1 (centres undefined)
1	24	CC1(C)CC(=O)c2c(S(C)(=O)=O)sc(Br)c2C1
-22	17	COC(=O)c1c(C(=O)OC)c2ccccn2c1C(=O)c1ccc([N+](=O)[O-])cc1
10	3	COc1cc(CN2CCNC(=O)C2CC(=O)NCCCN2CCOCC2)cc(OC)c1 (centres undefined)
-18	7	CC1=CCC2C(=O)N(c3cccc(C(=O)N(C)C4CCCCC4)c3)C(=O)C2C1 (centres undefined)
-21	-32	CC(C)c1cc(CNC(=O)CCc2nnc(CCCc3ccccc3)o2)on1
-17	3	CC(C)(C)NC(=O)C(c1ccc(O)cc1)N(C(=O)CCC(=O)Nc1ccccn1)c1ccc(F)cc1 (centres undefined)
5	7	CCOC(=O)Cc1c(C)nc(N)[nH]c1=O
-10	-1	CC(=O)NC12CC3CC(CC(CC(=O)O)(C3)C1)C2
0	16	COCCn1c(=S)[nH]c2sc3c(c2c1=O)CCCC3
-20	42	O=C(CN(C(=O)CCC(=O)Nc1ccccn1)c1ccc(F)cc1)NCc1ccco1
-20	0	COc1ccc(C(c2sc3ncnn3c2O)N2CC(C)OC(C)C2)cc1OC (centres undefined)
20	21	Nc1ccc(SC(F)(F)F)cc1C(=O)c1ccccc1
-10	9	O=C(O)c1ccc(NS(=O)(=O)c2ccc3nnn(O)c3c2)cc1
9	2	Cc1cc(C)c2ccc(Cl)cc2n1
-7	13	Cc1nc2ccc(NC(=S)N3CCOCC3)cc2nc1C
-5	67*	COc1cccc(/C=N/NC(=O)c2cc3c(OC)cccc3[nH]2)c1OC
-3	51	O=C(Nc1nc(-c2cccs2)c(-c2ccccc2)s1)c1ccco1
-8	21	Cc1ccccc1-n1ncc(C(C)NC(=O)c2ccco2)c1C (centres undefined)
-6	4	Nc1c(N(Cc2ccco2)C(=O)c2cccc(Cl)c2)c(=O)[nH]c(=O)n1Cc1ccccc1
12	8	NC(=S)Nc1cccc2[nH]ccc12
-11	10	Cc1ccc(S(=O)(=O)Cc2ccc(C(=O)N3CCC(C)CC3)cc2)cc1
-6	-2	CCOC(=O)CSc1nc2c(cnn2-c2ccc(C)cc2)c(=O)[nH]1
-10	5	Cc1nc(-c2ccccc2)cc(-c2ccccc2)n1
-5	12	COCc1cc(C)nc(SCC(=O)c2ccc(O)c(O)c2)c1C#N
6	32	Nc1nonc1-n1nnc(C(=O)N/N=C/c2ccoc2)c1CSc1ccccc1
-14	50	COc1ccc2cc3cc(C(=O)NCc4cccnc4)oc3nc2c1
4	2	CC(C)c1nnc(NC(=O)CCC(=O)NC2CCCCC2)s1

Single records, as listed above. Screens in order: OX1R antag-1 | OX1R antag-2
Entry for O=C(CN(C(=O)CCC(=O)Nc1ccccn1)c1ccc(F)cc1)NCc1ccco1 = -20 | 42
Entry for COCc1cc(C)nc(SCC(=O)c2ccc(O)c(O)c2)c1C#N = -5 | 12

Next section:
OX1R antag-1	OX1R antag-2	SMILES
-11	43	O=C(Nc1ccc(Br)c(Cl)c1)c1ccco1
-18	6	CSc1ccc(CNc2ccc(C)c(C)c2)cc1
-29	7	CCN1CCCC1CNC(=O)c1ccc2c(c1)N(Cc1cccc(Cl)c1)C(=O)c1ccccc1S2(=O)=O (centres undefined)
-49	8	O=C(Nc1ccccc1N1CCOCC1)C1Cc2ccccc2CN1C(=O)c1ccco1 (centres undefined)
-13	12	COc1ccccc1-n1nc(C(=O)O)c2ccccc2c1=O
-7	5	O=C1OC(CCl)CN1Cc1c(Cl)cccc1Cl (centres undefined)
-5	-3	O=C(COC(=O)/C=C/c1ccco1)Nc1ncc(C(F)(F)F)cc1Cl
3	-1	CCCNC(=O)Cc1ccsc1
-9	17	CC(=O)NC1=NN(C(C)=O)C(c2cccc([N+](=O)[O-])c2)S1 (centres undefined)
-16	9	O=C(OCCOc1ccccc1F)c1cccc(S(=O)(=O)N2CCOCC2)c1
-8	11	O=C(CCN1C(=O)S/C(=C\c2cccs2)C1=O)Nc1nccs1
-6	16	O=C(O)Cc1c(C(=O)O)[nH]c2ccc(C(=O)O)cc12
-25	12	Cc1ccc(C(c2c(C)nn(-c3ccccc3)c2N)c2c(C)nn(-c3ccccc3)c2N)cc1
2	13	Cc1cc(=O)oc2cc(OCC(=O)NC3CCCCC3)c(Cl)cc12
-5	4	O=C(N1CCOCC1)N1CCN(Cc2ccccc2)CC1
-5	4	O=C(O)CCc1nc2cc(C(F)(F)F)ccc2n(Cc2ccccc2)c1=O
-3	31	Cc1ccc(NC(=O)NC2CCCCC2)cc1Cl
-7	30	O=c1cc(N2CCCCC2)c(-c2ccccc2)nn1Cc1ccc(F)cc1
-9	10	CCOc1ccc(NS(=O)(=O)c2cc(NC(=O)c3ccc(C)cc3)ccc2Cl)cc1
-22	7	CC(C(=O)N1CCOCC1)N1C(=O)C2C3C=CC(C4CC34)C2C1=O (centres undefined)
-4	16	CCc1cc(=O)[nH]c(SCC(=O)NCC2CCCO2)n1 (centres undefined)
-34	26	CC1(C)CC(=O)C(C(N)=NC(=O)c2ccccc2)=C(O)C1
-26	30	Cn1c(N)c(C(=O)COC(=O)[C@@H]2CCCN2S(=O)(=O)c2ccc(Cl)cc2)c(=O)n(C)c1=O
-12	-1	COc1ccccc1CNC(=O)CN1C(=O)COc2ccc(S(=O)(=O)NC3CCCC3)cc21
-17	11	COc1ccc(CCNc2ccc(C(CC(N)=O)NC(=O)c3cc(C)cc(C)c3)cc2[N+](=O)[O-])cc1 (centres undefined)
-29	9	COc1ccc(OC)c(NC(=O)Cn2c(=O)n(CC(=O)NCc3ccco3)c(=O)c3ccccc32)c1
-29	12	Nc1c(C(=O)c2ccccc2)oc2ccc([N+](=O)[O-])cc12
-15	-1	COc1ccc(CCC(=O)OCC(=O)Nc2c(C)n(C)n(-c3ccccc3)c2=O)cc1
-9	7	CN(CC(=O)Nc1cccc2ccccc12)C(=O)c1ccc(NC(=O)CC#N)cc1
-2	-4	COc1ccc(OCC(=O)OCC(=O)N2C(C)CCCC2C)cc1 (centres undefined)

Pulled by structure from above (five):
OX1R antag-1	OX1R antag-2	SMILES
-14	50	COc1ccc2cc3cc(C(=O)NCc4cccnc4)oc3nc2c1
-5	-3	O=C(COC(=O)/C=C/c1ccco1)Nc1ncc(C(F)(F)F)cc1Cl
-18	7	CC1=CCC2C(=O)N(c3cccc(C(=O)N(C)C4CCCCC4)c3)C(=O)C2C1 (centres undefined)
-4	16	CCc1cc(=O)[nH]c(SCC(=O)NCC2CCCO2)n1 (centres undefined)
-1	46	COc1ccc([C@@H]2CC=C(C(=O)O)[C@H](c3ccc(Cl)cc3)N2S(=O)(=O)c2ccc(C)cc2)cc1OC

(continued)
OX1R antag-1	OX1R antag-2	SMILES
-3	23	COc1ccc(S(=O)(=O)Nc2cccnc2)cc1
-5	9	Cc1c(C(=O)NN2CCOCC2)oc2c1ccc1ccccc12
-14	34	CC(=O)Nc1ccc(NC(=O)CC2Nc3cccc4cccc(c34)NC2=O)cc1 (centres undefined)
-10	0	CCC(NC(=O)C(C)NC)C(=O)N1CCCC1C(=O)NC1CCCc2ccccc21 (centres undefined)
-4	13	Cc1ccc(C2(C)NC(=O)N(CC(=O)NCc3cccs3)C2=O)cc1 (centres undefined)
-21	26	CN(C(=O)CS(=O)(=O)c1cn(CC(=O)N2CCCCC2)c2ccccc12)c1ccccc1
-15	-2	CCOC(=O)N1CCC(N2Cc3cccc(C(=O)N4CCN(C5CCCCC5)CC4)c3C2=O)CC1
-16	14	Cc1cc(S(=O)(=O)N2CCOCC2)ccc1OCC(=O)N1CCC(C)CC1
-16	11	Cc1noc(C)c1S(=O)(=O)N(C)Cc1ccccc1
-24	9	CN1C(=O)C(C)(C)c2cc(S(=O)(=O)N3CCN(c4cccc(Cl)c4)CC3)ccc21
-21	-2	COc1c(C(=O)Nc2ccc(Br)cn2)ccc2ccccc12
-23	14	CC(C)CC(=O)Nc1ccccc1N1CCN(C(=O)c2ccccc2)CC1
-30	8	O=C(NCCc1ccc(Cl)cc1)c1ccc(CS(=O)Cc2ccccc2Cl)o1 (centres undefined)
-10	13	CCc1ccccc1NC(=O)CCC(=O)Nc1nnc(C(C)C)s1
-1	-3	CCn1c(Cc2ccccc2)nnc1SCC(=O)Nc1ccc(S(N)(=O)=O)cc1
-18	34	CC(=O)Nc1ccc(S(=O)(=O)NC2=C(N3CCN(Cc4ccccc4)CC3)C(=O)c3ccccc3C2=O)cc1
-1	-3	CN(C)c1ccc(N2C(=NC(=O)C3CCCO3)SC3CS(=O)(=O)CC32)cc1 (centres undefined)
-23	4	Clc1cccc(C2CCN(Cc3nc(CC4CC4)no3)C2)c1 (centres undefined)
-18	5	Cc1cc(C)c2c(n1)sc1c(N3CCN(CCO)CC3)ncnc12
-3	13	COc1ccc2c(c1OC)C(=O)N1C2SC[C@H]1C(=O)NC1CC1 (some centres undefined)
-2	2	CCCCn1c(N)c(N(CCC(C)C)C(=O)COC(=O)c2cccnc2Cl)c(=O)[nH]c1=O
-8	3	COC(=O)Cn1c(CN2CCN(C(=O)c3ccco3)CC2)nc2c1c(=O)n(C)c(=O)n2C
-9	23	O=C(NCCS(=O)(=O)NCc1ccco1)c1ccccc1
-22	6	CC1(/[N+]([O-])=C/c2ccc(Cl)cc2Cl)CCCCC1=O (centres undefined)
3	8	COCC(C)NC(=O)c1ccc(N(C)C)cc1 (centres undefined)
-34	14	O=C(NCCc1ccccn1)c1cc(-c2ccc(Cl)c(Cl)c2Cl)nc2ccccc12
-14	12	CCN1CCCC1CNC(=O)CSCc1nc(-c2ccccc2C)oc1C (centres undefined)
-42	20	CCOc1ccc(OCc2ccc(C(=O)Nc3ccc(Cl)cn3)o2)cc1

Some of these compounds in order of their number in OX1R antag-1, highest first:
OX1R antag-1	OX1R antag-2	SMILES
-1	-3	CCn1c(Cc2ccccc2)nnc1SCC(=O)Nc1ccc(S(N)(=O)=O)cc1
-5	9	Cc1c(C(=O)NN2CCOCC2)oc2c1ccc1ccccc12
-16	14	Cc1cc(S(=O)(=O)N2CCOCC2)ccc1OCC(=O)N1CCC(C)CC1
-18	5	Cc1cc(C)c2c(n1)sc1c(N3CCN(CCO)CC3)ncnc12
-22	6	CC1(/[N+]([O-])=C/c2ccc(Cl)cc2Cl)CCCCC1=O (centres undefined)
